# Screening results as filed in PubChem BioAssay.
# JMJD2A Tudor: qHTS Assay for Inhibitors of JMJD2A-Tudor Domain | Lysine-specific demethylase 4A (Homo sapiens), O75164 | AlphaScreen JMJD2A-Tudor / H3K4me3 peptide binding | Potency, µM (titrated, usually from 114 µM), without a hit: at the top dose activity change, negative = inhibition, hits mostly inhibitors | 390,000 compounds, 4.4% hits; further: potency means the concentration at half of the fitted maximal effect; on the % scale 0 is the no-effect control and ±100 the full control effect; nearly all actives have a fitted effect of over 50% in size
# HP1b chromo inh: HTS for Inhibitors of HP1-beta Chromodomain Interactions with Methylated Histone Tails; 390,000 compounds, 0.56% hits; AlphaScreen HP1-beta / biotin-H3K9me3 peptide binding; Potency, µM (doses to about 114 µM), for the others: top-dose activity change, negative = inhibition, usual class: inhibitors; Chromobox protein homolog 1 (Homo sapiens), P83916; AID 540317, 2011; further: potency means the concentration at half of the fitted maximal effect; nearly all actives have a fitted effect of over 70% in size; inactives centre near 23
# Target sequence (P83916 whole entry, looked up): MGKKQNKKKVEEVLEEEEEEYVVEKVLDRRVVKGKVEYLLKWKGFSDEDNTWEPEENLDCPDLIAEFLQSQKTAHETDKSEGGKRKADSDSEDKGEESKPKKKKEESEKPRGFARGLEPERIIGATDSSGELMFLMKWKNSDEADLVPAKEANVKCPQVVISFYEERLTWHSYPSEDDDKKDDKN
#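 HP1-beta protein (50 nM final) preincubated 30 min at room temperature with biotinylated H3(1-18)K9me3 peptide (50 nM) in PBS pH 7.4, 0.01% Tween-20, then compound added for 30 min. AlphaScreen streptavidin donor/nickel chelate acceptor beads (10 ug/mL final), 30 min dark, luminescence read.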
# Pin1 inhibitor: qHTS Assay to Find Inhibitors of Pin1. Peptidyl-prolyl cis-trans isomerase NIMA-interacting 1 (Homo sapiens), Q13526. Pin1 FP peptide displacement, HiFluor488, 10 min. AID 504891, 2011. 390,000 compounds, 0.009% hits. Potency, µM (highest dose often 115 µM), without a hit: at the top dose activity, negative = inhibition, actives largely listed as inhibitors; active means well fitted inhibition curve with a large enough effect in the polarisation, with a control signal flat, not every such curve was filed as active; inconclusive means small, poorly fitted or top-dose-only effect, or effect the other way, or a change in a side signal; inactive means no such curve, though single readings can be large or run the other way; the % refers to the polarisation; further: potency means the concentration at half of the fitted maximal effect; on the % scale 0 is the no-effect control and ±100 the full control effect
# Target sequence (Q13526 whole entry, looked up): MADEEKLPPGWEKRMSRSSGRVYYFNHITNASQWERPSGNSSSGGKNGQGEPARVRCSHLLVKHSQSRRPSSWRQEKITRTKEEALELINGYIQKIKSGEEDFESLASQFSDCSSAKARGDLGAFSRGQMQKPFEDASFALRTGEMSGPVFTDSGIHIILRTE
# Tb PGK inh: qHTS Assay to Find Inhibitors of Phosphoglycerate Kinase; PGK/GAPDH coupled, Kinase-Glo luminescence, 60 min; 380,000 compounds, 0.043% hits; Potency, µM (doses to about 57.5 µM), for inactives: at the top dose activity change, negative = inhibition, hits mostly inhibitors; Phosphoglycerate kinase, glycosomal (Trypanosoma brucei brucei), P07378; AID 602233, 2012; further: potency means the concentration at half of the fitted maximal effect; on the % scale 0 is the no-effect control and ±100 the full control effect; nearly all actives have a fitted effect of over 60% in size
#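 Luminescent ATP detection (Kinase-Glo Plus) follows a 60-minute room-temperature incubation, with wells lacking PGK as controls. Buffer: 100 mM TEA (pH 7.6), 5 mM MgCl2, 0.01% Tween-20. Coupling enzyme GAPDH (100 nM final) supplies unstable 1,3-BPG in-well.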
# G9a inh: qHTS Assay for Inhibitors of Histone Lysine Methyltransferase G9a; Histone-lysine N-methyltransferase EHMT2 (Homo sapiens), Q96KQ7; 350,000 compounds, 8.8% hits; AID 504332, 2011; G9a H3K9 monomethylation, AlphaScreen, 2 h; Potency, µM (doses to about 102 µM), without a hit: top-dose activity, negative = inhibition, actives largely listed as inhibitors; further: potency means the concentration at half of the fitted maximal effect; on the % scale 0 is the no-effect control and ±100 the full control effect; nearly all actives have a fitted effect of over 75% in size
#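 Signal arises when biotinylated H3K9 peptide, once monomethylated, bridges streptavidin donor and antibody-captured acceptor beads. Enzyme at 20 nM was preincubated 15 min with test compounds; peptide 500 nM and SAM 20 uM then reacted for 2 h.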
# GLS inhibitor: qHTS for Inhibitors of Glutaminase (GLS); Potency, µM (highest dose often 45.5 µM), without a hit: top-dose activity change, negative = inhibition, most hits filed as inhibitors; Glutaminase kidney isoform, mitochondrial (Homo sapiens), O94925; AID 624170, 2012; 410,000 compounds, 0.21% hits; GLS enzymatic activity, qHTS titration; further: potency means the concentration at half of the fitted maximal effect; on the % scale 0 is the no-effect control and ±100 the full control effect
#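 Glutamate formation by hKGA was monitored fluorometrically using coupled glutamate oxidase, HRP and Amplex Red. Substrate was added as 1 mM L-glutamine solution; incubation was 30 min at RT after an initial read.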
# BAZ2B inh: qHTS Assay for Inhibitors of BAZ2B. Bromodomain adjacent to zinc finger domain protein 2B (Homo sapiens), Q9UIF8. AlphaScreen BAZ2B-H3K14Ac peptide displacement. Potency, µM (titrated, usually from 114 µM), without a hit: at the highest dose activity change, negative = inhibition, most hits filed as inhibitors. 360,000 compounds, 4.4% hits. AID 504333, 2011; further: potency means the concentration at half of the fitted maximal effect; on the % scale 0 is the no-effect control and ±100 the full control effect; nearly all actives have a fitted effect of over 60% in size
#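 AlphaScreen displacement of biotin-H3(5-23)K14Ac peptide (50 nM final) from BAZ2B (50 nM final) in PBS pH 7.4, 0.01% Tween-20; complex preformed 30 min RT, then compounds (top 110 uM) 30 min RT, beads 20 min dark.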
# POLH inh: qHTS for Inhibitors of Polymerase Eta | DNA polymerase eta (Homo sapiens), Q9Y253 | recombinant Pol eta, fluorescent DNA replication assay | Potency, µM (titrated, usually from 114 µM), for the others: at the top dose activity change, negative = inhibition, most hits filed as inhibitors | 390,000 compounds, 1.2% hits | AID 588591, 2011; further: potency means the concentration at half of the fitted maximal effect; on the % scale 0 is the no-effect control and ±100 the full control effect
#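 Pol eta at 10 nM preincubated with compounds 15 min at room temperature; reaction started with fluorescent substrate (50 nM final) and read kinetically at 0 and 10 min.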
# PI4K2A inh: qHTS for small molecular inhibitors of PI4K2A. 420,000 compounds, 0.13% hits. activity change, negative = inhibition, % at 76.9 µM. purified PI4K2A, ADP-Glo luminescence, 1 h; stronger effect = lower value. Phosphatidylinositol 4-kinase type 2-alpha (Homo sapiens), Q9BTU6; in the data active means activity change below about -50%; inconclusive means mostly about -30% to -49%;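 further: -100% = wells without enzyme as full effect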
# Target sequence (Q9BTU6 whole entry, looked up): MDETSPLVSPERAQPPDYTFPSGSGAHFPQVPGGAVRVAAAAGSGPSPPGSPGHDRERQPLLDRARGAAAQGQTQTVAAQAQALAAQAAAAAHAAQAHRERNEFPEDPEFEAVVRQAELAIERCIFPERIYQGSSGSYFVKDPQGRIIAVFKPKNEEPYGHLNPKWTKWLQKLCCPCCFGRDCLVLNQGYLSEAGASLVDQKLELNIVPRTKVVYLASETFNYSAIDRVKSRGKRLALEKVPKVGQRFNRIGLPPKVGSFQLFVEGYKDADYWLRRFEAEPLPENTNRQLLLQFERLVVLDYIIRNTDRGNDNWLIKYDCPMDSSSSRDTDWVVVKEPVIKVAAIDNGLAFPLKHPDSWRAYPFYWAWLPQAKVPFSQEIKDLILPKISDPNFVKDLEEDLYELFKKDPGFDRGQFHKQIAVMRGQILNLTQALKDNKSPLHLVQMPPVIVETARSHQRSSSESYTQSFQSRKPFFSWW
#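 In this quantitative HTS, ADP production by PI4K2A was quantified luminescently after 1 h at ambient temperature; 100 microM adenosine served as plate-quality control.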
# An asterisk follows results filed as active; i = inactive; u = inconclusive; x = no result given; & = joins results of further samples; [ ] = dose if it differs, or a comment. Unless noted, the call rests on the fitted dose curve; in most records, active means well fitted curve in the direction sought with a large enough effect; inconclusive means small, poorly fitted or top-dose-only effect, or another doubt; inactive means no such curve, though single readings can be large; an effect the other way counts as inactive or inconclusive. This is a subset; count on the stated rates, not on these rows.
SMILES,JMJD2A Tudor,HP1b chromo inh,Pin1 inhibitor,Tb PGK inh,G9a inh,GLS inhibitor,BAZ2B inh,POLH inh,PI4K2A inh
Cc1cc(Nc2ccccc2)n(-c2ccc(C(=O)O)cc2)n1,-10%,36%,-1%,i,u,-1%,-11%,-7%,2
CC1=NN(c2ccc(C(=O)O)cc2)C(=O)CC1,-2%,53%[activator],-8%,-7%,-19%,6%,-17%,-16%,2
O=C(CN1C(=O)C2CC=CCC2C1=O)Nc1ccc(Br)cc1 (centres undefined),-13%,20%,-8%,-5%,0%,8%,0%,-18%,-3
CC1(C)Cc2ccccc2C2=C(C(=O)N3CCCCCC3)C(=O)C(=O)N21,-14%,26%,4%,-6%,-30%,-17%,-2%,-17%,4
Cc1ccc(N2CCN(C(=O)c3c(C)oc4ncn(CC(C)C)c(=O)c34)CC2)c(C)c1,-6%,25%,7%,-6%,-27%[59 µM],5%,1%[57.1 µM],-24%,3
Cc1cccc2c(=O)cc(C)n(CC(=O)N3CCOCC3)c12,-3%,12%,7%,6%,-4%,-9%,-6%,1%,2
COc1ccc(NC(=O)c2cc3cc(C)ccc3n2C)cc1,-2%,21%,11%,11%,-2%[59 µM],-2%,-1%,-20%,-5
COc1cccc(OCCn2c(-c3ccc(Cl)cc3)nc3ccccc3c2=O)c1,12%,52%[activator],-9%,-1%,-27%[59 µM],-11%,21%,-13%,2
c1ccc(-n2ncc3c(NCc4ccco4)ncnc32)cc1,0%,8%,-2%,-5%,u,-2%,u,-12%,-4
O=C(CCCCCNC(=S)Nc1ccccc1)C[N+](=O)[O-],-19%,7%,5%,5%,45µM*,3%,-32%,-7%,2
C=C(C)[C@@H]1CC=C(CN2CCN(Cc3ccccc3)CC2)CC1,u,6%,2%,2%,50µM*,3%,u,-10%,-3
Cc1c(-c2nc(-c3ccccc3)no2)nnn1-c1ccc(F)c(Cl)c1,-3%,39%[activator],3%,0%,5%[59 µM],-4%,0%,-16%,4
COCCCn1c(=N)c(C(=O)NC2CCCC2)cc2c(=O)n3cccc(C)c3nc21,-21%,17%,-5%,4%,u,-13%,-7%,-4%,-11
NC(=O)c1nn(-c2ccccc2)c(=O)cc1O,-24%,31%,-1%,-8%,32%[12.7 µM],0%,0%,-7%,-2
COc1ccc(OC)c(NC(=O)CC2SC(=Nc3ccc(F)cc3)N(CCC3=CCCCC3)C2=O)c1 (centres undefined),-24%,5%,11%,1%,50µM*,-7%,u,-27%,-1
O=C(Nc1nc(-c2ccncc2)cs1)c1ccco1,-15%,21%,u,i,35µM*,5%,-9%,u,-24
CC1CCCCC1NS(=O)(=O)CCNC(=O)c1ccc2c(c1)OCO2 (centres undefined),0%,33%,2%,2%,5%,-1%,7%,-10%,2
O=C(CSc1ccc2nnc(CCNC(=O)c3ccc(F)cc3)n2n1)NCC1CCCO1 (centres undefined),-5%,35%,0%,5%,22%,7%,-3%,-25%,3
CC1CCCN(C(=O)C2CCN(CCCc3ccccc3)CC2)C1 (centres undefined),3.5µM*,u,-2%,-8%,16µM*,-2%,u,-16%,3
COC(=O)[C@H](Cc1ccccc1)NC(=O)Cn1cnc(C(=O)Nc2ccc(C)c(C)c2)n1,-9%,36%[activator],-11%,i,x,1%,x,-2%,-2
O=C(Cc1ccc(Cl)cc1)Nc1ccc2nn(-c3ccccc3)nc2c1,-3%,32%,-3%,-8%,4%[59 µM],-8%,-2%,-18%,7
Fc1ccc(F)c(Nc2c3c(nc4ccc(Cl)cc24)CCC3)c1,-27%,30%,-2%,0%,u,2%,-14%,-9%,-6
CC(C)c1ccc(C(=O)CN2C(=O)NC3(CCc4ccccc43)C2=O)cc1 (centres undefined),-26%,18%,u,-1%,x,-16%,x,-7%,3
CCOP(=O)(c1ccc(N(C)C)cc1)C(O)c1ccccc1OC (centres undefined),-10%,27%,-5%,-1%,-8%[59 µM],21%,-19%,-17%,-4

# 7 entries from above, sorted by molar mass, ascending:
SMILES,JMJD2A Tudor,HP1b chromo inh,Pin1 inhibitor,Tb PGK inh,G9a inh,GLS inhibitor,BAZ2B inh,POLH inh,PI4K2A inh
O=C(Nc1nc(-c2ccncc2)cs1)c1ccco1,-15%,21%,u,i,35µM*,5%,-9%,u,-24
CC1CCCN(C(=O)C2CCN(CCCc3ccccc3)CC2)C1 (centres undefined),3.5µM*,u,-2%,-8%,16µM*,-2%,u,-16%,3
Fc1ccc(F)c(Nc2c3c(nc4ccc(Cl)cc24)CCC3)c1,-27%,30%,-2%,0%,u,2%,-14%,-9%,-6
CCOP(=O)(c1ccc(N(C)C)cc1)C(O)c1ccccc1OC (centres undefined),-10%,27%,-5%,-1%,-8%[59 µM],21%,-19%,-17%,-4
CC1CCCCC1NS(=O)(=O)CCNC(=O)c1ccc2c(c1)OCO2 (centres undefined),0%,33%,2%,2%,5%,-1%,7%,-10%,2
COCCCn1c(=N)c(C(=O)NC2CCCC2)cc2c(=O)n3cccc(C)c3nc21,-21%,17%,-5%,4%,u,-13%,-7%,-4%,-11
O=C(CSc1ccc2nnc(CCNC(=O)c3ccc(F)cc3)n2n1)NCC1CCCO1 (centres undefined),-5%,35%,0%,5%,22%,7%,-3%,-25%,3

# With a hit mark in JMJD2A Tudor, among the entries above:
SMILES,JMJD2A Tudor,HP1b chromo inh,Pin1 inhibitor,Tb PGK inh,G9a inh,GLS inhibitor,BAZ2B inh,POLH inh,PI4K2A inh
CC1CCCN(C(=O)C2CCN(CCCc3ccccc3)CC2)C1 (centres undefined),3.5µM*,u,-2%,-8%,16µM*,-2%,u,-16%,3

# Remaining list, next part.
SMILES,JMJD2A Tudor,HP1b chromo inh,Pin1 inhibitor,Tb PGK inh,G9a inh,GLS inhibitor,BAZ2B inh,POLH inh,PI4K2A inh
CCc1ccc(S(=O)(=O)c2nnn3c2nc(Nc2ccc(C)c(Cl)c2)c2sccc23)cc1,-4%,42%[activator],1%,-10%,4%[59 µM],9%,-30%,-19%,3
O=C(O)Cn1c(=O)c(-c2ccccc2)nc2ccccc21,-10%,56%[activator],2%,-3%,x,-10%,5%,-11%,2
C(=N\n1cnnc1)/c1ccc(N2CCOCC2)s1,-4%,19%,0%,4%,-8%,-9%,-5%,-1%,-8
CCOC(=O)c1nn(-c2ccccc2)c2nc(-c3ccc(OC)cc3)c(C#N)c(=O)n12,7%,26%,13%,-7%,8%[59 µM],2%,-6%,-14%,7
COc1ccc(CCNC(=O)c2cc(-c3ccccn3)nc3ccccc23)cc1,-15%,22%,-1%,-9%,-51%[12.7 µM],-1%,9%,-13%,0
Cc1cccc(C)c1N(Cc1ccccc1F)S(C)(=O)=O,-30%,-9%,-4%,i,6%,1%,-3%,3%,-4
COc1ccccc1N1CCN(/N=C(\C)c2ccc(O)cc2)CC1,-11%,24%,-2%,i,-1%[59 µM],31%[activator],-38%,-15%,-1
CC(C)c1ccc(NC2CCCN(C(=O)CCN3CCCO3)C2)cc1 (centres undefined),-18%,49%[activator],-5%,-5%,x,0%,-19%,-5%,-17
O=C(Nc1ncccc1O)c1ccc(Cl)c(S(=O)(=O)N2CCCCCC2)c1,-16%,28%,-2%,2%,u,26%,5%,-8%,1
COc1ccc(Nc2nc3ccccc3nc2NS(=O)(=O)c2cccs2)cc1,-35%,11%,-10%,-6%,34%[0.501 µM],10%,-39%,-14%,2
COc1ccc(NC(=O)N2CCc3ccccc3C2)cc1,-14%,30%,-11%,2%,5%,16%,-10%,0%,-4
Cc1nc2ccccc2c(=O)n1CCCn1ccnc1,u,u,4%,6%,15%[59 µM],7%,-2%,-6%,4
O=C1CCc2cc(S(=O)(=O)Nc3ccc(F)cc3)ccc2N1,-4%&-2%,23%,-9%&-2%,8%,1%[0.501 µM],0%,4%,-5%,0&1
CC1CCc2c(sc(NS(=O)(=O)c3ccccc3)c2C(=O)OC(C)C)C1 (centres undefined),-4%,17%,u,0%,u,u,5%,-12%,-7
Cn1c(Sc2ccc(C(F)(F)F)cc2[N+](=O)[O-])nnc1-c1ccccc1,-24%,10%,3%,-3%,-5%[59 µM],2%,3%,-17%,3
O=C(Nc1ccccc1)N(Cc1ccccc1)Cc1ccccc1,2%,25%,2%,0%,23%,2%,16%,-10%,-2
CN1CCN(C(=O)/C=C/c2ccc(Cl)c(Cl)c2)CC1,5%,34%,-3%,-5%,-2%,-9%,-4%,-6%,9
COC(=O)c1ccc(COc2ccccc2/C=N/NC(N)=O)o1,-15%,21%,9%,2%,x,6%,-27%,-1%,1
CCOc1ccc(-n2c(SCC(=O)Nc3nccs3)nnc2-c2ccoc2C)cc1,-5%,9%,-3%,5%,6%[12.7 µM],10%,-35%,-21%,-1
